RGS4-Gao reg = human RGS4-Galphao interaction regulation | binding response (% of control), % at 10 µM | Multiplexed bead flow cytometry, RGS4-Galphao binding; actives lie on both sides | 220,000 tested, 0.33% active | P09471; in the data active = binding response below about 49% or above about 150%; inactive = in between;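 also: fluorescent Galphao activated with aluminum fluoride binding bead-coupled RGS4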
Target sequence (P09471 whole entry, looked up): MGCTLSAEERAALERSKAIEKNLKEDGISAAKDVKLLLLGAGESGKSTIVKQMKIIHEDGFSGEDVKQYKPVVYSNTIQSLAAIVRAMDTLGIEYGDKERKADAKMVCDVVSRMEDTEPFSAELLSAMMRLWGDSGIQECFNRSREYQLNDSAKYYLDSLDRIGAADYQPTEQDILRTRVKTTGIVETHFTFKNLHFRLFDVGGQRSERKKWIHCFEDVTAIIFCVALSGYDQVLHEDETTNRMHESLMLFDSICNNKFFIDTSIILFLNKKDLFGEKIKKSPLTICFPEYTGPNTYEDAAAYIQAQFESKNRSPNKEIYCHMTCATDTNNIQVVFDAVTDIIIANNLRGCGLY
RGS8-Gao reg = regulators of human RGS8-Galphao interaction. P09471. multiplexed bead flow cytometry, RGS8-Galphao binding; actives lie on both sides. response (percent of control binding), % at 10 µM. 220,000 tested, 0.34% active. AID 1423; in the data active = response below about 60% or above about 140%; inactive = in between;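 also: Galphao activated as the GDP aluminium fluoride complex binding bead-coupled RGS8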
RGS7-Gao = human RGS7-Galphao interaction regulation; Multiplexed bead flow cytometry, RGS7-Galphao binding; actives lie on both sides; AID 1439; binding response (% of control), % at 10 µM; 220,000 tested, 0.35% active; in the data active = binding response below about 49% or above about 150%; inconclusive = no clear call, values can overlap the other calls; inactive = in between;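 also: fluorescent Galphao held in activated GDP-AlF4 state binding bead-coupled RGS7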
Starred values were filed as active, the others as inactive; ? = inconclusive; nt = no result given.

RGS4-Gao reg	RGS8-Gao reg	RGS7-Gao	molecule
103.8	101.0	?	COC(=O)c1sccc1NC(=S)Nc1ccc(C)cc1
107.4	101.6	?	Cc1cccc(OCC(=O)NCC(=O)N/N=C/c2cccnc2)c1
100.6	100.1	?	O=S(=O)(Oc1ccc(Cl)cc1)c1cccc2cccnc12
104.2	102.9	?	CCOC(=O)c1ccc(NC(=O)c2nc[nH]c2C(=O)N(CC)CC)cc1
102.9	101.6	?	COc1ccc2c(c1)c(C(=O)O)c(C)n2-c1ccccc1
97.7	100.9	?	CNC(=S)N/N=C/c1ccc(-c2cccc(C(=O)O)c2)o1
99.3	99.6	?	COC(=O)c1sc(SC)c(S(=O)(=O)C(C)C)c1N
97.3	98.1	?	O=C(CN1CCN(Cc2ccccc2Cl)C1=O)NCc1cccnc1
100.0	100.5	?	CCSc1nc2c(cnn2-c2ccccc2)c(=O)n1N
133.0	122.1	?	NS(=O)(=O)c1ccc(NC2=CC(c3ccc(F)cc3)N(c3ccc(S(N)(=O)=O)cc3)C2=O)cc1 (stereo not drawn)
100.4	101.5	?	CC1Cc2ccccc2N1S(=O)(=O)c1ccc(Cl)nc1 (stereo not drawn)
100.6	101.7	?	COc1ccc(C(=O)NCC(=O)N=Nc2c(O)n(C)c3ccccc23)cc1OC
102.4	99.7	?	Cc1nn(-c2ccccc2)nc1CNC(=O)C1CC1
100.4	100.4	?	CCOc1ccc(-n2c(C)cc(/C=N/Nc3nc(C)cc(=O)[nH]3)c2C)cc1
90.0	97.4	?	CCOC(=O)c1cn[nH]c1NC(=S)Nc1ccccc1
95.5	99.1	?	COc1ccc(CC(=O)c2ccc(O)cc2O)cc1
100.6	99.1	?	Cc1cc(-c2nn(C)c(=O)c3ccccc23)cc(C)c1O
88.6	97.8	?	CCCSc1nc2c(c(=O)n(C)c(=O)n2C)n1C
95.2	97.8	?	S=c1[nH]nc(-c2ccc(Cl)cc2Cl)n1-c1ccc2c(c1)OCCO2
102.7	100.2	?	CCOC(=O)c1ccc(N2CCOCC2)c(NC(=O)c2c(-c3ccccc3)noc2C)c1
105.8	103.4	?	Cc1cc(C(=O)NNc2c(Cl)cccc2Cl)n(C(C)(C)C)n1
99.6	100.1	?	Cc1nc(N)[nH]c(=O)c1Oc1cccc(C(F)(F)F)c1
98.6	99.7	?	COc1ccc(Br)cc1/C=N/NC(=O)CNC(=O)c1cccnc1
100.5	100.3	?	Nc1ccccc1C(=O)NNc1c2ccccc2nc2ccccc12
101.8	101.8	?	COc1ccc(-c2cc(C(F)(F)F)c(C#N)c(=O)[nH]2)cc1
79.2	87.8	?	C/C(=N/NC(=O)c1ccccn1)c1c[nH]c2ccccc12
101.1	94.6	?	CSc1nc(-c2ccco2)nn1C(=O)c1ccccc1Cl
85.4	94.5	nt	Cc1cc(C(=O)Cn2c(CO)nc3ccccc32)c(C)n1C
96.2	99.7	?	CN(C)CCCNS(=O)(=O)c1cc(Cl)c(Cl)cc1Cl
99.2	103.9	?	Cn1nnc2c[n+](CC(=O)c3ccc(Cl)cc3)cc(Br)c21
98.3	98.5	?	O=C(O)c1ccc2cccc(O)c2n1
99.9	99.9	?	O=c1c2ccccc2c(-c2ccccc2)nn1-c1cc(Cl)cc(Cl)c1
101.7	101.5	?	O=C(CC1NCCNC1=O)NC1Cc2ccccc2C1 (stereo not drawn)
102.6	96.6	?	Cn1cc(Br)c(NC(=O)/C=C/C(=O)O)n1
97.8	101.9	?	COc1cc(/C=C2/C(=N)N3C(c4ccccc4)=CSC3=NC2=O)ccc1OCC(=O)O
96.2	101.7	?	CN(CC(=O)NCc1cccnc1)S(=O)(=O)c1ccccc1
89.8	98.6	?	COc1ccc(-c2cn[nH]c2C)cc1
100.6	99.5	?	Cc1cc(C)n(-c2ncc3c(n2)N(CCO)CCOC3=O)n1
97.3	98.0	?	CN1C2CCC1CC(OC(c1ccccc1)c1ccccc1)C2 (stereo not drawn)
102.5	103.8	?	COc1ccc(-c2nc(N/N=C(\C)c3ccc(O)cc3)c3ccccc3n2)cc1
101.9	104.6	?	O=C(Cc1ccc(Cl)cc1)NNC(=S)NC(=O)c1cccs1
102.3	103.1	?	Cc1ccc2nc(-c3ccc(NC(=O)CSc4nc(N)cc(=O)[nH]4)cc3)sc2c1
98.4	98.1	?	CC(C)(C)NC(=O)NCc1cccnc1
102.0	103.0	?	CCN(CC)CCCNC(=O)C1CCN(c2ncnc3c2sc2cccc(F)c23)CC1
87.7	94.4	?	O=C(Nc1c[nH]c(=O)[nH]c1=O)c1ccc2c(c1)C(=O)N(c1cccc([N+](=O)[O-])c1)C2=O
97.7	97.8	?	S=C1N[C@H]2CCCC[C@@H]2N1
92.2	98.8	?	C=CCNC(=S)N/N=C/c1ccc(C)s1
91.3	96.9	?	COc1ccc(C2=NOC(C)(c3nnc(-c4ccc(F)cc4)o3)C2)cc1 (stereo not drawn)
90.2	96.2	?	O=C(NCc1ccncc1)C(=O)Nc1nccs1
102.8	102.3	?	CCOC(=O)c1csc(-c2snnc2C)n1

Complete entries from above. Order of screens: RGS4-Gao reg | RGS8-Gao reg | RGS7-Gao
Record of S=C1N[C@H]2CCCC[C@@H]2N1 : 97.7 | 97.8 | ?
Record of Cc1ccc2nc(-c3ccc(NC(=O)CSc4nc(N)cc(=O)[nH]4)cc3)sc2c1 : 102.3 | 103.1 | ?
Record of C=CCNC(=S)N/N=C/c1ccc(C)s1 : 92.2 | 98.8 | ?

Remaining list, next part:
RGS4-Gao reg	RGS8-Gao reg	RGS7-Gao	molecule
100.2	101.1	?	CS(=O)(=O)N(CCc1ccccc1)CC(=O)N1CCCC1
98.6	99.9	?	CCOc1ccccc1/C=C(/C#N)C(N)=O
101.8	102.2	?	COc1ccc(CCNC(=O)Cn2c(=O)oc3cc(Cl)ccc32)cc1OC
100.7	100.4	?	NCCc1nnc(SCc2c(Cl)cccc2Cl)o1
108.1	106.3	?	Nc1nc(C2CCOCC2)cs1
103.8	98.7	?	Nc1cc(S(=O)(=O)Nc2ccccc2Cl)ccc1N1CCCC1
99.2	99.3	?	O=C(CBr)N1CCc2ccccc2C(c2ccccc2)C1 (stereo not drawn)
96.3	97.5	?	CCN(CC)S(=O)(=O)c1ccc(N/N=C(\C)c2ccc(OC)cc2O)nc1
111.3	109.1	?	CCc1cccc(NC(=O)c2ccc(CNc3c(N4CCCC4)c(=O)c3=O)cc2)c1
101.1	101.3	?	CC1CN(c2nc3ccccn3c(=O)c2/C=C(\C#N)C(=O)N2CCOCC2)CC(C)O1 (stereo not drawn)
98.3	99.9	?	CCCC(C)NC(=O)Cc1ccccc1 (stereo not drawn)
98.2	98.4	?	CCOCCCNC(=O)/C(C#N)=C/c1cc(Br)c(O)c(Br)c1
105.0	100.8	?	CC(C)C[C@H](NC(=O)c1[nH]cnc1C(=O)Nc1ccc(Cl)cc1)C(=O)OC(C)(C)C
102.5	103.4	?	CCN1CCN(c2cc(C(C)C)nc3c(-c4ccccc4)c(C)nn23)CC1
104.1	103.0	?	Cc1ccc(OCc2nnc(N)s2)cc1C
95.5	103.5	?	Cc1nc(-c2ccc(-n3nncc3-c3ccco3)cc2)cs1
98.2	99.6	?	O=C1CC(c2ccccc2Cl)c2c(sc3c(=O)[nH]c(CCl)nc23)N1 (stereo not drawn)
104.6	97.5	?	O=C(Nc1ccccc1)Nc1ccc(Oc2cccnc2)nc1
120.8	128.4	?	O=C(Nc1ccc(Br)c2ccccc12)c1ccc2ccccc2c1O
100.5	101.4	?	Cc1ccc2nc3c(c(Nc4ccccc4)c2c1)CCC3
99.8	99.1	?	Cc1nn2c(NCCCn3ccnc3)cc(C(C)C)nc2c1-c1ccccc1
82.7	95.3	?	FC(F)Oc1ccc(-n2cc(-c3ccc(Cl)cc3)[n+]3c2CCCCC3)cc1
98.0	98.1	?	COc1ccccc1C(=O)N=c1sc2c(C)ccc(OC)c2n1C
92.7	102.1	?	CC(C)Oc1ccc(CCC(=O)NNC(=S)Nc2ccccc2)cc1
99.1	101.2	?	O=[N+]([O-])c1c(-c2cn[nH]c2)n[nH]c1-c1cn[nH]c1
96.6	98.8	?	COc1ccc(C2=NN(C(=O)c3ccccc3)C(c3cccc([N+](=O)[O-])c3)C2)cc1 (stereo not drawn)
99.7	101.5	?	CCOc1cc(-c2nc3ccccc3s2)ccc1O
98.1	96.1	?	CCc1ccc(/C=C2/SC(N3CCOCC3)=NC2=O)cc1
102.4	100.1	?	CCOC(=O)c1[nH]c2cc3c(cc2c1NC(=O)CN1CCCC1)OCO3
96.8	98.6	nt	Cc1cc(=O)n2c(n1)SCOC2
95.1	94.8	?	COc1cc2c(c(O)c1OC)-c1c(cc(OC)c(OC)c1OC)C[C@@H](C)[C@@H](C)C2
104.8	101.6	?	CN(C)CCN1CC(O)=C(c2nc3ccccc3s2)C1=N
96.7	101.7	?	CCOC(=O)/C=C(C)\C=C\c1c[nH]c2ccccc12
95.0	95.7	?	CC1CCc2c(C(=O)NCc3ccco3)csc2C1 (stereo not drawn)
92.9	95.6	?	COC(=O)c1sc(C(C)(C)C)cc1CS(=O)(=O)c1ccc(Cl)cc1
103.4	99.0	?	COc1ccc(/C=N/OC(=O)c2ccc(Cl)cc2)c(Cl)c1OC
96.4	97.5	?	CCc1cc2c(=O)c(-c3nc(C)cs3)coc2cc1O
103.2	100.6	?	Cc1ccccc1Cn1c(=O)[nH]c2ccccc21
103.5	100.1	?	CNC(=S)/N=C(\Nc1ccc(C)cc1)c1ccccc1
107.0	101.6	?	COc1ccc(C[C@H]2CN3C(=NC[C@@H]3Cc3ccc(O)cc3)N2C[C@H](C)NC(=O)CCC2CCCCC2)cc1

Some of the entries so far, with each value named:
COc1ccc(CC(=O)c2ccc(O)cc2O)cc1
  RGS4-Gao reg = 95.5 | RGS8-Gao reg = 99.1 | RGS7-Gao = ?
CC(C)C[C@H](NC(=O)c1[nH]cnc1C(=O)Nc1ccc(Cl)cc1)C(=O)OC(C)(C)C
  RGS4-Gao reg = 105.0 | RGS8-Gao reg = 100.8 | RGS7-Gao = ?
CC(C)Oc1ccc(CCC(=O)NNC(=S)Nc2ccccc2)cc1
  RGS4-Gao reg = 92.7 | RGS8-Gao reg = 102.1 | RGS7-Gao = ?
COc1ccc(/C=N/OC(=O)c2ccc(Cl)cc2)c(Cl)c1OC
  RGS4-Gao reg = 103.4 | RGS8-Gao reg = 99.0 | RGS7-Gao = ?

(list continues)
RGS4-Gao reg	RGS8-Gao reg	RGS7-Gao	molecule
97.2	100.2	?	Cc1nc(-c2ccncc2)nc(NCCNc2ccc(C(F)(F)F)cn2)c1Cl
103.3	99.4	?	COc1cc(C2Nc3ccccc3NC3=C2C(=O)CC(c2ccc(OC)c(OC)c2)C3)ccc1O (stereo not drawn)
103.6	98.5	?	C/C(CC(=O)Nc1cccc(C(F)(F)F)c1)=N/NC(=O)C(=O)NCCO
98.0	100.8	?	Cn1c(N)c(C(=O)Nc2ccccc2F)sc1=S
90.3	93.3	?	COc1ccc(Nc2nc(N)c([N+](=O)[O-])c(N3CCOCC3)n2)cc1
103.8	101.8	?	C/C(CC(=O)Nc1ccc(C)c(Cl)c1)=N\NC(=O)Cc1cccs1
97.8	97.8	?	CC(C)C[C@H](NC(=O)c1[nH]cnc1C(=O)N[C@@H](Cc1ccccc1)C(=O)OC(C)(C)C)C(=O)OC(C)(C)C
108.2	101.4	?	CCOc1ccc(CC(=O)N/N=C/c2cccnc2)cc1
89.5	95.2	?	CCOC(=O)c1cnc2c(F)ccc(F)c2c1Sc1ccccc1
104.5	104.5	?	NS(=O)(=O)c1cccc(NC(=O)c2cncc(Br)c2)c1
101.8	100.3	?	CCC(=O)N(C)CCc1cc2c(c(OC)c1/C=N/NC(=O)[C@H]1C[C@@H]1c1ccccc1)OCO2
100.1	102.4	?	O=C(O)c1cccc(Cn2c(Cl)c(/C=N/NC(=O)c3ccc(O)cc3)sc2=O)c1
97.7	101.0	?	O=C(Cc1ccc(Cl)cc1)c1ccc(O)cc1
91.6	93.8	?	O=C(CC(C(=O)O)P(=O)(c1ccccc1)c1ccccc1)c1ccc(Br)cc1 (stereo not drawn)
104.0	97.4	?	CN(Cc1nc(-c2cnccn2)no1)Cc1n[nH]c2c1CCCCC2
94.9	96.8	?	COCCN(C(=S)Nc1ccc(C)cc1)C(C)c1ccco1 (stereo not drawn)
102.6	103.8	?	Cc1cc(C)c2c(CCl)cc(=O)oc2c1
80.3	94.0	?	O=S(=O)(c1ccc(F)cc1F)N1CCCN(c2ccc(C(F)(F)F)cn2)CC1
99.2	100.4	?	CCCC12CN(C(=O)c3ccc([N+](=O)[O-])cc3)CC(C)(CN(C(=O)c3ccc([N+](=O)[O-])cc3)C1)C2=O
99.7	101.2	?	CCc1nn(C)c2c(=O)c(=O)c2n(C)[nH]1
91.1	95.7	?	Cc1ccc2nc(-c3ccccc3)cc(C(=O)NCC3CCCO3)c2c1 (stereo not drawn)
98.8	98.9	?	CCN(CC)S(=O)(=O)c1ccc(Cl)c(C(=O)OCC(=O)c2c(N)n(C)c(=O)n(C)c2=O)c1
98.3	98.3	?	CCc1c(C)nc(SCC(=O)N2CCCCC2CC)[nH]c1=O (stereo not drawn)
95.5	103.9	?	O=C(Nc1cc(=O)[nH]c2nc(-c3ccccc3)nn12)c1ccccc1Cl
97.8	99.3	?	CCN(CC)C(=O)CSc1nnc([C@@H](N)C(C)C)o1
101.2	99.8	?	Cc1cc(Cl)c2ccc(Cl)cc2n1
95.8	93.4	?	CCCCN1C(=S)NC[C@@H]1Cc1cccc2ccccc12
98.3	99.9	?	CC1CCCCC12NC(=S)N(c1ccccc1)N2 (stereo not drawn)

Screening data from PubChem BioAssay.

An excerpt; count on the stated rates, not on these rows.
